AmpC inh det = AmpC beta-lactamase inhibition, detergent assay. Potency, µM (highest dose often 28.7 µM), for the others: at the top dose activity change, negative = inhibition. purified AmpC, nitrocefin hydrolysis with detergent. actives 0.09% (n = 71,000). P00811; active means well fitted curve in the direction sought with a large enough effect
Target sequence (P00811 whole entry, looked up): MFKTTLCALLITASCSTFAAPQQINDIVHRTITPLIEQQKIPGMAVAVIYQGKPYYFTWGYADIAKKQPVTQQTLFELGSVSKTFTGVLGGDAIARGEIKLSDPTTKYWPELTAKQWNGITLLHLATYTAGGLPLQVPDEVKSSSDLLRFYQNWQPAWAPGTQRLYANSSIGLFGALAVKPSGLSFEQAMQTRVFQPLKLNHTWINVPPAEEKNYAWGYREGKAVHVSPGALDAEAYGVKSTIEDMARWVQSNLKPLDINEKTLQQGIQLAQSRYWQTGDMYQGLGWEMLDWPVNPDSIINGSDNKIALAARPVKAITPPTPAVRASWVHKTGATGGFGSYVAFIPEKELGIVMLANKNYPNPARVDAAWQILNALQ
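E. coli AmpC (5.3 nM) in 20 mM phosphate pH 7.0 with 0.01% Triton X-100, preincubated 15 min RT with compound; nitrocefin (2 uL of 800 uM stock) hydrolysis followed by 480 nm absorbance every 20 s over 4 min.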
An asterisk follows results filed as active; & = joins results of further samples; [ ] = another dose, or the depositor's remark. On the % scale 0 is the no-effect control and ±100 the full control effect; potency means the concentration at half of the fitted maximal effect. An excerpt; rates above refer to the full screens.

SMILES	AmpC inh det
COc1cc2c(=O)n(-c3ccc(C)cc3)c(=O)n(CC(=O)c3ccc4c(c3)OCO4)c2cc1OC	-4.5%
CCOc1ccc(C(=O)Nc2cc(C)on2)cc1	6.6%
O=C(Nc1nc(-c2ccncc2)cs1)c1ccco1	-1.6%
O=C(Oc1ccc2ccccc2c1)c1ccco1	-1.0%
O=C1CCC(c2ccccc2)=NN1c1nc2ccccc2s1	-3.5%[5.75 µM]
c1ccc(N=Nc2ccccc2)cc1	9.6%
CO/N=C(\C(=O)N[C@@H]1C(=O)N2C(C(=O)O)=C(CSc3nc(=O)c(O)nn3C)CS[C@@H]12)c1csc(N)n1	12.6µM*
COc1ccc2c(c1)SC1=NCCS(=O)(=O)N12	-3.7%
Cc1onc(COc2ccccc2O)c1Br	1.5%
C#CCSc1nnc(-c2c[nH]c3ccccc23)n1C	6.7%
Cc1ccc(C)c(/C(O)=C2/C(=O)C(=O)N(CCN3CCOCC3)C2c2ccco2)c1 (stereo not drawn)	-7.7%
CN(C)C(=O)c1ccc(NC(=O)c2cccnc2)cc1	1.6%
NC1(C(=O)O)C[C@@H](C(=O)O)[C@H](C(=O)O)C1	-2.2%&-1.0%
N#CCCN1CCN(S(=O)(=O)c2ccc(S(=O)(=O)NC3CCCC3)cc2)CC1	10.4%
Cc1c(N2C(=O)c3ccccc3C2=O)c(=O)n(-c2ccccc2)n1C	-4.4%
CCOc1ccc2nc(N3CCCCCC3)sc2c1	-1.7%
CCOc1ccc(-c2nnc(-c3ccco3)o2)cc1OCC	-4.1%
CC(C)N(CCNC(=O)c1cn(C)c2ccc(S(=O)(=O)N(C)C)cc2c1=O)Cc1ccccc1	12.1%
CCN1C(=O)C2C(c3ccc(O)c(OC)c3)NC(C)(C(=O)OC)C2C1=O (stereo not drawn)	-1.5%
O=C(CN1CCN(c2ncccn2)CC1)Nc1ccccc1-n1cccc1	0.6%
O=c1n(Cc2ccccc2)c2cc(Cl)cnc2n1Cc1ccccc1	14.7%
CCOc1cc(C(=O)Nc2cc(C)ccn2)cc(OCC)c1OCC	-8.5%
C[C@H](CC(=O)O)C(C(=O)O)C(=O)O	-3.8%[5.75 µM]
CCC(C)(C)NC(=O)C(c1ccccc1F)N(Cc1ccco1)C(=O)Cn1nnc2ccccc21 (stereo not drawn)	9.5%
Nc1ccc(S(=O)(=O)Nc2cnc3ccccc3n2)cc1	-4.6%[5.75 µM]
COc1ccccc1-n1c2c(cc(C(=O)N3CCC(C)CC3)c1=O)C(=O)CC(C)(C)C2	10.6%
CN(CC(=O)Nc1ccccc1Cl)C(=O)COC(=O)CNC(=O)c1ccc(Br)o1	-2.3%
Cc1ccc(S(=O)(=O)/N=C/c2ccco2)cc1	8.6%
CCC1CCc2c(sc(NC(=O)c3ccoc3C)c2C(N)=O)C1 (stereo not drawn)	-1.8%
COc1ccc(NC(=O)CSc2nc(NS(=O)(=O)c3ccccc3)cc(=O)[nH]2)cc1	-4.0%
Cc1cc(C)n(-c2nc(NCc3cccnc3)c3c4c(sc3n2)COC(C)(C)C4)n1	14.3%
Nc1c(N2CCN(c3ccccc3)CC2)c2ccccc2oc1=O	0.9%
C=CCn1c(N)c(-c2nc3ccccc3n2C)sc1=S	-2.5%
C[C@H](NCCc1ccc(O)cc1)[C@@H](O)c1ccc(O)cc1	-1.5%[12.8 µM]
Cc1cc(OCC(=O)NCCCN(C)C)cc(C)c1Br	-2.0%
Cc1ccc(OCC(=O)Nc2cccc(C)n2)c(C)c1	-5.5%
CC(=O)c1cccc(NC(=O)c2cc(C)no2)c1	2.2%
c1ccc(C2(c3ccccc3)OCC(Cn3cncn3)O2)cc1 (stereo not drawn)	2.0%
O=C(c1cnn2c(C(F)F)cc(C3CC3)nc12)N1CCc2ccccc2C1	-5.4%
O=C(COc1ccc(Cl)cc1Cl)NCc1ccco1	-1.8%
CCC(=O)N1CCc2cc(S(=O)(=O)CCC(=O)NCc3ccc4c(c3)OCO4)ccc21	0.2%
Cc1cc(C)c(NC(=O)CN2CCN3CCCC3C2)c(C)c1 (stereo not drawn)	-3.1%
COc1ccc(Oc2ncc3nc(-c4ccc(F)cc4)c(=O)n(CCC#N)c3n2)cc1	0.8%
Cc1ccc(Cl)cc1N(CC(=O)NC1CCCCC1)S(C)(=O)=O	-3.2%
O=C(Nc1ccccc1)N1CCN(c2nc3ccccc3s2)CC1	-2.5%
Cc1c(C(=O)NCc2cccnc2)oc2c1C(=O)CC(C)(C)C2	-1.6%
CCn1cc(C(=O)NCc2ccc(C)o2)c2cc(OC)c(OC)cc2c1=O	-1.7%
CCCC(=O)N1CCN(c2ccc(NC(=O)c3ccco3)cc2)CC1	-2.0%
COC(=O)CCCCCN1C(=O)NC(c2ccccc2)C(C(=O)OCc2ccccc2)=C1C (stereo not drawn)	16.6%
Cc1cc(C(=O)Oc2ccccc2C(=O)O)c(C)o1	-4.8%
CCC(=O)c1ccc(OCCSc2ncccn2)cc1	-8.1%
CSC1=NCCN1C(=O)COc1ccccc1	6.5%
COc1ccc(NC(=O)CNS(=O)(=O)c2ccccc2)cc1Cl	-2.3%
C1=CC2CC1CC2CNCc1ccco1 (stereo not drawn)	10.5%
COc1ccc(C2CC(=O)C=C(NCC3CCCO3)C2)cc1 (stereo not drawn)	6.7%
CCOC(=O)C1CCCN(C(=O)c2ccccc2NC(C)=O)C1 (stereo not drawn)	-3.4%

Following part
SMILES	AmpC inh det
Cn1c(N)c(N=Nc2ccc(S(N)(=O)=O)cc2)c(=O)n(C)c1=O	3.6%[5.75 µM]
CCOc1cccc(C(=O)Nc2cc(-c3nn4c(C)nnc4s3)ccc2C)c1	11.8%
COc1ccccc1-c1nc(C#N)c(NCc2ccc(F)cc2)o1	-2.7%
Cc1ccc(-c2nnc(SCC(=O)N3CCCC3)o2)cc1C	3.0%
O=c1[nH]c(-c2ccccc2O)nc2c1CCCC2	-2.2%
O=[N+]([O-])c1ccc(Cl)c(Cl)c1	11.9%
O=C(Nc1cccc(-c2nnc(-c3ccccc3)o2)c1)c1ccc(Br)o1	0.2%
Cn1c(=O)c2ncn(CC(=O)NCCC3=CCCCC3)c2n(C)c1=O	-2.8%
CCOc1ccc(C(=O)C2CCN(CC(=O)Nc3ccccc3N3CCOCC3)CC2)cc1	14.4%
CCCC(C)C(=O)NC1CCSC1=O (stereo not drawn)	-3.1%
CC(C)Nc1nnc(SCC(=O)Nc2ccc(F)cc2)s1	-3.7%
O=C(c1ccncc1)N(Cc1cc2ccccc2[nH]c1=O)C1CCCCC1	-1.3%
N#CC1=C2SCN(c3ccccc3)CN2C(=O)CC1c1c(Cl)cccc1Cl (stereo not drawn)	7.5%
CC1CCCCC1NC(=O)C1Cc2ccccc2CN1S(C)(=O)=O (stereo not drawn)	9.9%
CC(C)c1nnc(SCc2ccc(CSc3nnc(C(C)C)n3N)cc2)n1N	-2.4%
NC(=O)OCC(COC(N)=O)c1ccccc1	-2.5%&-3.4%
CCCC(c1nnnn1CCOC)N1CCN(c2cccc(OC)c2)CC1 (stereo not drawn)	0.6%
C=CCn1c(=N)c(C(=O)OC)cc2c(=O)n3cccc(C)c3nc21	-3.6%
CSCC[C@H](NC(=O)Nc1ccc(C)cc1)C(=O)O	-1.4%
COc1cc(NC(=O)c2ccc(-c3ccc(Br)cc3)o2)ccc1NC(=O)C(C)C	-0.5%
Cn1c(C(=O)NCC2CCCO2)cc2c(=O)n3ccccc3nc21 (stereo not drawn)	1.9%
CCC1SC2=NCN(c3ccccc3)CN2C1=O (stereo not drawn)	-5.3%
CCOC(=O)Cn1ncc(-c2ccccc2)c1N	9.1%
Cc1cc(NC(=O)c2noc3c2CCCC3)n(-c2ccccc2)n1	-0.8%

No new results follow: an excerpt of the list.
SMILES	AmpC inh det
CCCC(c1nnnn1CCOC)N1CCN(c2cccc(OC)c2)CC1 (stereo not drawn)	0.6%
C=CCn1c(=N)c(C(=O)OC)cc2c(=O)n3cccc(C)c3nc21	-3.6%
CSCC[C@H](NC(=O)Nc1ccc(C)cc1)C(=O)O	-1.4%
COc1cc(NC(=O)c2ccc(-c3ccc(Br)cc3)o2)ccc1NC(=O)C(C)C	-0.5%

Additional structures follow.
SMILES	AmpC inh det
COc1cc2c(cc1OC)CN(C(=O)CSc1n[nH]c(N)n1)CC2	-4.0%
Cn1nc(C(=O)NCCN2CCOCC2)c2ccccc2c1=O	-1.5%
COc1ccc(NC(=O)CSc2nnc(Cc3cccn3C)n2-c2ccc(F)cc2)cc1	15.2%
COc1ccc(NC(=O)CN(c2cc(C)cc(C)c2)S(=O)(=O)c2c(C)noc2C)cc1OC	6.5%
c1nc2nc3c(c(N4CCOCC4)n2n1)CCCC3	14.7%
O=C(Nc1nc2ccccc2s1)C1CCCN1S(=O)(=O)c1ccc(Cl)cc1 (stereo not drawn)	-1.5%
CC[C@H](C)[C@@H]1O[C@]2(CC[C@@H]1C)C[C@H]1C[C@H](CC=C(C)[C@@H](O[C@@H]3C[C@H](OC)[C@H](O[C@@H]4C[C@H](OC)[C@H](O)[C@H](C)O4)[C@H](C)O3)[C@@H](C)C=CC=C3CO[C@@H]4[C@@H](O)C(C)=C[C@@H](C(=O)O1)[C@]34O)O2	-5.3%[12.8 µM]
COc1ccccc1NC(=O)CCC(=O)Nc1nnc(C(F)(F)F)s1	-0.5%
Cc1cc(N2CCN(c3ccccn3)CC2)n2nc(C)nc2n1	15.9%
CC(C)Nc1nc(NC(C)C)nc(C(N)=O)n1	2.0%
Cc1ccccc1-c1nc(NCCN2CCOCC2)c2ccccc2n1	7.9%
CCC(=O)Nc1cc(Cl)ccc1N1CCN(C(=O)CC)CC1	-1.0%
O=C(Cn1cnc2c(nnn2Cc2ccc(F)cc2)c1=O)NCC1CCCO1 (stereo not drawn)	-1.9%
COc1cccc(Nc2ncc3nc(-c4ccc(Cl)cc4)c(=O)n(CCC#N)c3n2)c1	4.2%
CC(=NCCCO)c1c(O)n(Cc2ccccc2)c(=O)[nH]c1=O	12.4%
CC1Cn2c(nnc2-c2cccs2)S1 (stereo not drawn)	3.8%
COc1cc(N)ccc1NC(=O)c1cccs1	-0.9%
COCCN(CCOC)c1nc(C)nc2c1nc(-c1ccccc1)n2CCCN1CCCCC1C (stereo not drawn)	15.1%
O=c1c(-c2cc(F)cc(F)c2)nc2cncnc2n1-c1ccccc1	-1.1%
c1ccc2c(N3CCNCC3)nc(-c3ccc4c(c3)OCO4)nc2c1	8.4%
Nc1cc(Cl)c(N)cc1Cl	-0.9%
Cc1cc(C)cc(O)c1	7.7%
Cc1ccnc(N2C(=O)c3ccccc3C2Nc2ccccc2Cl)c1 (stereo not drawn)	11.6%
Cc1ccc2c(c1)N(CCCC(=O)NCc1ccc3c(c1)OCO3)C(=O)CO2	7.4%
O=C(Nc1ccccc1Cl)N1CCN(c2ncccn2)CC1	0.0%
CCOC(=O)c1ccc(NC(=O)NC2CC3CCC(C2)N3Cc2nnnn2C(C)(C)C)cc1 (stereo not drawn)	-3.7%
CCCCOc1ccc(C(=O)Nc2ccc(S(=O)(=O)Nc3cc(C)on3)cc2)cc1OC	-1.9%
COCC(=O)Nc1nc2ccc(C)cc2s1	-1.0%
O[C@@H]1[C@H](O)[C@H]2[C@@H](O)CCN2C[C@@H]1O	3.6%
CCN(CC)CCCCOc1ccccc1OC	3.6%
COc1ccc(C(=O)N2CCN(C(=O)Cc3ccccc3)CC2)cc1OC	-2.5%
Cc1ccc2c(c1)c1c(n2CC(O)Cn2c(C)nc3ccccc32)/C(=N\O)CCC1 (stereo not drawn)	0.7%
CNc1nc(NC)nc(-n2c(C(F)(F)F)nc3ccccc32)n1	-4.1%
CCc1c(C)nc2[nH]nc(NC(=O)C(F)(F)F)n2c1=O	5.5%
CNC(=O)c1ccc2snnc2c1	9.6%
O=C(CCn1c(=O)sc2ccccc21)NCCC1=CCCCC1	-1.1%
Cn1cc(-c2nc3cncnc3n(-c3ccccc3)c2=O)c2ccccc21	1.6%
C=CCSc1nc2ccccc2[nH]1	-3.1%
CS(=O)(=O)Nc1cccc(-c2ccc3ncnc(NCc4cccnc4)c3c2)c1	-10.7%
COCCOC(=O)C1=C(C)NC2=C(C(=O)CC(c3cccs3)C2)C1c1ccsc1 (stereo not drawn)	6.4%
CCOC(=O)c1ccc(NC(=O)CNC(=O)C2CCCCC2)cc1	-0.5%
NC(=O)[C@@H]1CCCN1Cc1ccc2c(c1)OCO2	-3.5%[5.75 µM]
Cc1cc(NC(=O)c2sc(Nc3cccc(C(F)(F)F)c3)nc2N)no1	14.6%
CCn1c(=O)c2cc(S(=O)(=O)NCCOc3ccccc3)ccc2n(CC)c1=O	2.3%
COC(=O)c1ccccc1NC(=O)Nc1cccnc1	-2.9%
CCn1c(=S)sc2nc(C)sc21	-0.8%
Cc1ccc(CCNC(=O)C2CCN(c3nn4c(=O)cc(C)nc4s3)CC2)cc1	7.5%
CC(=O)Oc1cc(C(C)C)c(OCCN(C)C)cc1C	-1.4%[12.8 µM]
CC1CC(C)CN(CC(=O)N2CCc3[nH]c4ccccc4c3C2)C1 (stereo not drawn)	-1.3%
COc1ccc(C2c3c(oc4c(C)cc(C)cc4c3=O)C(=O)N2Cc2cccnc2)cc1OC (stereo not drawn)	-6.9%
CCN1C(=O)c2cccc3c(S(=O)(=O)Nc4ccc(OC)cc4OC)ccc1c23	-3.9%
Cc1cc(NC(=O)CSc2nc3ccsc3c(=O)n2Cc2ccccn2)n[nH]1	-3.8%
Cc1nc([N+](=O)[O-])cn1-c1nc2ccccn2c1[N+](=O)[O-]	-2.1%[5.75 µM]
